Assay outcomes: PubChem, several laboratories
Wee1 degr inh: Wee1 degradation inhibitors, primary screen, cell-based, HeLa, Wee1K328M-luciferase, luminescence. HeLa Luc-Wee1K328M stability; 100% = proteasome inhibitor MG132 effect. reporter increase, % at 5 µM. 1.2% of 220,000 active. AID 1321, 2008;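 active means activation above the mean of all tested compounds plus 3 SD, set per screening run, cut at about 8.8% in these data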;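 further: cells exposed to compound for 20 h before luminescence read; 0% = DMSO alone and 100% = MG132 at 30 µM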
hK5 inh: human KLK5 protease inhibitors, primary screen, biochemical, 1536-well; 0.59% of 210,000 active; Kallikrein-5 (Homo sapiens), Q9Y337; recombinant hK5, fluorogenic AMC substrate cleavage; inhibition, % at 5 µM;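 active means inhibition of 40% or more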;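 further: 0% = enzyme controls without compound and 100% = no-enzyme blanks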
Target sequence (Q9Y337 67-293 limits assumed): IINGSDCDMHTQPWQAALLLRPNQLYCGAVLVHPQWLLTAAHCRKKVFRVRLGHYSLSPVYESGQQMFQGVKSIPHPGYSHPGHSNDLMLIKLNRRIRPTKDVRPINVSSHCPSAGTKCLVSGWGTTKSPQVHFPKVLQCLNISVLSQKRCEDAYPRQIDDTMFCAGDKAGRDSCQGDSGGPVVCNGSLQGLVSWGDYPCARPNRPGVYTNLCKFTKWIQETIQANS
Rad51 HR inh: human RAD51 strand exchange inhibitors, primary screen, biochemical, fluorescence | DNA repair protein RAD51 homolog 1 (Homo sapiens), Q06609 | hRad51 DNA strand exchange, fluorescence dequenching | inhibition, % at 10 µM | 0.085% of 200,000 active;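 active means inhibition above 40% at the single screening dose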;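 further: 0% = DMSO control wells and 100% = blanks with heterologous ssDNA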
Target sequence (Q06609 whole entry, looked up): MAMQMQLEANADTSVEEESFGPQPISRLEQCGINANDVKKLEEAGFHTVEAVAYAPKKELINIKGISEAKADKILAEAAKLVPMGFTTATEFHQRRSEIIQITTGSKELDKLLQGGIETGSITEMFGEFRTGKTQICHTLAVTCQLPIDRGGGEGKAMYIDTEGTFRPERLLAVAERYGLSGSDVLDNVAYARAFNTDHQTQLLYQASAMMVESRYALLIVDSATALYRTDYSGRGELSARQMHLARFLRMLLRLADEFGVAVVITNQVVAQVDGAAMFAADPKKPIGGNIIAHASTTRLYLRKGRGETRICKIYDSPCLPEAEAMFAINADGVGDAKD
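material = hRad51 filaments on single-stranded DNA | timing = filaments 15 min 37 °C, then compound 30 min | signal = FRET fluorescence dequenching, excitation 485 nm, emission 520 nm | benchmarks = control wells and blank wells on each plate | evaluation = percent inhibition relative to plate controls and blanks | compound = 10 µM final, single point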
eIF4E 4G PPI: eIF4E–eIF4G protein interaction inhibitors, primary screen, biochemical, uHTS, TR-FRET, eIF4GI fragment. 0.37% of 220,000 active. inhibition, % at 21.7 µM. Eukaryotic translation initiation factor 4E (Mus musculus) + Eukaryotic translation …. TR-FRET eIF4E-eIF4GI(517-606) binding, 2 h;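 active means inhibition above about 30%, limit read from the data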;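 further: 0% = full FRET control wells and 100% = background wells lacking eIF4GI fragment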
MDM2 E3 inh: MDM2-luciferase reporter signal enhancers, primary screen, MDM2 E3 ligase inhibitor project, cell-based, luminescence, 1536-well | 0.11% of 210,000 active | E3 ubiquitin-protein ligase Mdm2 (Homo sapiens), Q00987 | signal enhancement, % at 5 µM | AID 1230, 2008 | cell-based MDM2 ubiquitination luciferase reporter, 2 h; 0 = plate control, 100 = twice control, blank-subtracted;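 active means signal enhancement of 30% or more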;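 further: luminescence tracks abundance of the self-degrading MDM2-luciferase fusion protein; higher signal means inhibition of MDM2 E3 ligase activity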
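Assay system: stable mammalian line carrying autodegrading MDM2–luciferase fusion reporter; amount: 2000 cells seeded into each well; buffer or medium: DMEM; benchmarks: plate control and blank wells; signal: luciferase luminescence; timing: 2 h compound exposure at 37 °C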
FXIa inh: human FXIa protease inhibitors, primary screen, biochemical, 1536-well | purified FXIa, Boc-Glu-Ala-Arg-AMC fluorogenic substrate | AID 798, 2007 | Coagulation factor XI (Homo sapiens), P03951 | 0.14% of 220,000 active | inhibition, % at 5 µM;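 active means inhibition of at least 40%; inactive means inhibition below 40%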;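 further: fluorescence of freed AMC excited at 355 nm; 0% = enzyme without compound and 100% = no enzyme blank; many of its hits are not listed in these tables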
14-3-3 Bad PPI: inhibitors of 14-3-3 zeta/Bad binding, primary screen, biochemical, TR-FRET, bovine 14-3-3 zeta; 14-3-3 protein zeta/delta (Bos taurus), P63103; TR-FRET 14-3-3zeta/Dy647-pBad peptide displacement, 1 h; inhibition, % at 21.7 µM; 0.71% of 220,000 active;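 active means inhibition above about 70%, limit read from the data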;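 further: 0% = full 14-3-3 plus peptide FRET controls and 100% = background without 14-3-3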
Target sequence (P63103 whole entry, looked up): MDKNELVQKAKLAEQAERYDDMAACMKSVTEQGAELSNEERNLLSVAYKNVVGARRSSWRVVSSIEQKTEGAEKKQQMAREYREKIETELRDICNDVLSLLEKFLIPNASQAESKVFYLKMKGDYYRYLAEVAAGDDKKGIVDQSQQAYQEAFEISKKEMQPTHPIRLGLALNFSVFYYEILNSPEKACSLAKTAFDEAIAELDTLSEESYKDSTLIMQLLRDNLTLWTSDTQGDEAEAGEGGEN
p97 inhibitor: inhibitors of human p97 ATPase, primary screen, biochemical. Transitional endoplasmic reticulum ATPase (Homo sapiens), P55072. inhibition, % at 8 µM. recombinant p97 ATPase, Kinase-Glo ATP luminescence, 3 h. 0.42% of 220,000 active; in the data active means inhibition above about 15%;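 further: 0% = DMSO vehicle and 100% = wells lacking enzyme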
FXIIa inh 1536: human FXIIa protease inhibitors, primary screen, biochemical, 1536-well; inhibition, % at 5 µM; purified FXIIa, Boc-QGR-AMC fluorogenic substrate, 2 h; Coagulation factor XII (Homo sapiens), P00748; 0.3% of 220,000 active; AID 800, 2007; in the data active means inhibition above about 40%;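 further: 0% = enzyme with no compound and 100% = blank without enzyme; many of its hits are not listed in these tables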
* hit, by the source's call; . = not tested or not shown; [ ] = remark or other dose.

SMILES	Wee1 degr inh	hK5 inh	Rad51 HR inh	eIF4E 4G PPI	MDM2 E3 inh	FXIa inh	14-3-3 Bad PPI	p97 inhibitor	FXIIa inh 1536
Cc1ccc(NC(=S)Nc2ccc(S(=O)(=O)Nc3ncccn3)cc2)cc1Cl	2.6	-5.0	19.8	-0.9	1.8	3.7	-0.8	2.5	7.2
CCOC(=O)N1CCN(C(=O)c2ccccc2NC(=O)c2ccc(OC)cc2)CC1	1.3	-8.8	-1.9	6.8[fluorescence artefact?]	-6.3	2.0	6.7	1.3	13.1
Cc1ccccc1/C=N/N1CCN(c2ccccc2)CC1	0.5	-11.1	3.4	12.2	-1.6	9.4	-12.5	3.3	12.5
COC(=O)c1ccc(COc2cc(O)c3c(c2)OC(C)(C)CC3=O)cc1	0.9	6.2	4.3	1.7	-12.7	3.3	7.2	-1.7	6.2
Cc1cc(NS(=O)(=O)c2ccccc2)c([N+](=O)[O-])cc1C	0.1	-21.7	-3.4	-5.5	-6.3	-4.2	-19.9[fluorescence artefact?]	1.9	1.2
COc1ccc(-n2cnnc2SCC(=O)Nc2cc(S(=O)(=O)N3CCCCC3)ccc2C)cc1	0.3	-16.9	2.2	-4.1	-8.2	-2.7	-23.0	1.4	3.6
C=CCn1c(SCC(=O)Nc2ccccc2-c2ccccc2)nc2cc(C(=O)O)ccc2c1=O	1.4	5.4	2.2	2.1	-15.7	-3.9	0.6	0.1	0.0
COc1ccccc1NCC(=O)N/N=C/C=C/c1ccccc1	4.5	-4.6	5.5	-3.4[fluorescence artefact?]	-7.9	-1.5	-4.9	6.2	8.8
Cc1ccccc1NC(=O)CSc1nnc(Cc2cccn2C)n1-c1ccc(F)cc1	-2.7	29.5	-1.1	4.0	-11.4	14.7	-0.4	-0.1	18.5
Cc1nnc(SCC(=O)Nc2ccc(N(C)C)cc2)n(N)c1=O	0.1	-6.8	4.9	-0.5	0.1	-0.2	-11.9	9.8	-4.9
Cc1nc(NC(=O)CC(C)C)sc1-c1csc(Nc2ccc(Cl)cc2Cl)n1	-0.6	.	6.8	1.9	-5.6	2.0	21.9	10.4	5.2
CCC(C)NC(=O)Cn1c(=O)n(CCCC(=O)NCc2ccccc2Cl)c(=O)c2ccccc21 (stereo not drawn)	-0.5	2.4	7.5	5.5[fluorescence artefact?]	-17.2	-13.3	-16.0	-0.7	-8.5
N#C/C(=C(/O)C(Cl)c1ccccc1)c1nc2ccccc2s1 (stereo not drawn)	0.9	-25.1	-4.5	-17.8	.	-4.2	0.5[fluorescence artefact?]	5.5	4.3
O=C(O)/C=C/c1cn(-c2ccccc2)nc1-c1cc2ccccc2o1	2.7	-2.6	-0.5	3.1	5.3	7.7	1.6	9.5	3.4
O=[N+]([O-])c1ccc(Cl)cc1NCCCN1CCOCC1	-3.4	0.2	-3.1	4.1	-7.0	2.8	22.2[fluorescence artefact?]	-1.6	13.8
CC/C(=N\NC(=O)CSCc1ccccc1Cl)c1ccc2c(c1)OCCO2	-2.6	-9.1	16.9	-2.9	-10.3	-5.6	5.0[fluorescence artefact?]	-5.8	0.1
CCCOc1ccc(CNC(=S)N/N=C/c2ccc([N+](=O)[O-])cc2)cc1	-0.2	6.8	0.7	0.4	-2.7	4.7	-0.5	1.9	12.9
CCN(CC)S(=O)(=O)c1cc(C(=O)Nc2ccccc2C(=O)O)ccc1OC	-1.9	-17.2	-4.7	-2.2[fluorescence artefact?]	-23.5	6.7	1.8	-3.3	10.8
CC1CCN(C(=O)CNC(=O)Cn2ccc3ccccc3c2=O)CC1	-1.4	-7.0	1.9	2.9	-5.3	6.0	0.1	-2.3	14.3
O=C(NCCN1CCN(c2ccccc2F)CC1)C1c2ccccc2C(=O)N2CCc3ccccc3C12 (stereo not drawn)	-0.6	-5.0	-3.8	-1.0	-2.3	3.1	3.1	2.2	18.5
COC(=O)CNC(=O)COC(=O)c1cc(Cl)cc(Cl)c1N	-1.3	-2.7	-1.2	7.2	-4.9	-18.7	-5.8	-3.7	-17.2
N#C/C(=C/c1ccc([N+](=O)[O-])cc1)C(N)=O	10.9*	7.2	-2.8	-0.3	-19.0	13.8	-7.8	5.5	7.4
O=C(c1ccc2c(c1)OCO2)N(Cc1cccs1)C1(C(=O)NC2CCCCC2)CCCCC1	-2.8	-9.7	5.3	7.0[fluorescence artefact?]	1.6	0.7	2.5[fluorescence artefact?]	-1.5	4.7
COc1cccc(N2CCN(C(=O)CCCCCNc3nc(=S)[nH]c4ccccc34)CC2)c1	-1.0	4.0	-62.7	-4.6	-7.5	2.2	-14.6	1.5	16.1
COC1(OC)N=C(NC(=O)Nc2ccccc2)C2(C#N)C(c3ccccc3)C12C#N (stereo not drawn)	-1.0	-14.6	8.3	.	-16.6	-18.8	.	7.1	-16.9
COC(=O)CC(NS(=O)(=O)c1cccs1)c1ccccc1Cl (stereo not drawn)	2.5	-20.8	2.4	-12.1[fluorescence artefact?]	-8.5	-1.4	-24.3[fluorescence artefact?]	-2.0	-8.4
CCCOc1ccc(C(C)=O)cc1CSc1nc(O)cc(=O)[nH]1	6.5	-9.4	5.7	2.0	-3.4	-8.8	-12.9	-1.4	10.9
CCOC(=O)CCSc1nc(C)cc(C(F)(F)F)c1C#N	1.8	-0.9	-9.3	7.8	-17.5	9.8	0.3	-3.2	18.9
O=C(COc1cccc2cccnc12)Nc1ccccc1N1CCOCC1	-3.9	-19.2	0.4	1.2	6.8	-4.7	-6.3	-0.3	2.0
CC(/C=C/c1ccc2c(c1)OCO2)=N/NC(=O)c1ccc(C)nc1	0.4	17.9	4.0	3.3[fluorescence artefact?]	-9.2	-26.5	6.7	4.5	8.7
Cc1ccc(C(=O)NCCN(C)C)c(C)c1	-1.8	-3.6	-5.3	-1.3	-3.6	-7.9	-8.4	-1.6	3.7
COC(=O)c1[nH]c(C)c(/C(O)=C2\C(=O)C(=O)N(CCN(C)C)C2c2ccc(C)o2)c1C (stereo not drawn)	-2.1	9.6	-4.1	-0.8	-3.0	3.6	25.6	-0.1	12.8
COC(=O)c1cc(NC2c3ccccc3C(=O)N2c2ccc(Cl)cn2)cc(C(=O)OC)c1 (stereo not drawn)	-0.5	-5.9	-3.7	6.6[fluorescence artefact?]	-4.1	7.9	3.8	5.1	14.9
C=CCn1c(C)c(C(C)=O)c(N2CCCC2)nc1=S	2.4	-6.3	-3.6	1.4	-6.6	-4.5	-16.3	-6.8	6.1
CSc1nc(=S)cc(C)[nH]1	-0.4	-1.3	-23.2	4.0	-12.3	3.4	-8.9	10.1	6.8
CCC(C)(C)NC(=O)c1ccc(Sc2nncn2C)c([N+](=O)[O-])c1	1.4	-17.5	-2.2	1.0[fluorescence artefact?]	-18.3	-8.8	0.6	1.7	-9.9
Cc1cccc2c1NC(=O)C21N2CCCC2C(C(=O)c2ccc3ccccc3c2)C12C(=O)Nc1ccccc12 (stereo not drawn)	2.7	7.4	-1.8	-8.9	.	1.9	3.8	7.2	8.5
Cc1cccc(NC(=O)COC(=O)c2cc3ccccc3oc2=O)c1	8.9*	4.3	0.4	2.4	-5.5	-0.3	-1.9	4.0	9.7
CN(C(=O)c1ccccc1C(=O)c1ccccc1)C1CCS(=O)(=O)C1 (stereo not drawn)	1.3	-3.9	-0.7	4.3	-20.4	-1.6	8.4	-2.4	-11.9
CN1CC(=O)N/C1=N\C(=O)Nc1ccc2c(c1)N(C)C(=O)CS2	-0.1	9.5	-2.3	-0.5	1.8	-11.1	0.6	1.9	-4.8
CCN(C(=O)c1cc2c(=O)[nH]c3ccc(C)cc3c2s1)c1ccccc1C	3.0	-2.4	5.8	-6.5	-1.5	-2.7	-0.9	-6.8	5.7
CS(=O)(=O)NCCSCc1ccc(Cl)cc1	1.0	-4.8	-2.2	0.2	-10.8	2.2	-5.1	6.3	13.2
CCCC1=NN2C(=N)/C(=C\c3cc(C)n(-c4cc(C)cc(C)c4)c3C)C(=O)N=C2S1	-1.0	-13.3	-9.3	3.8	-7.0	3.6	-4.0[fluorescence artefact?]	2.7	6.2
Cc1cc(C)c(C#N)c(SCc2nc3ccccc3c(=O)[nH]2)n1	0.8	.	.	-1.1	.	3.5	-3.4	1.1	12.7
CC1=CC(=C(C#N)c2nc3ccccc3s2)C=C(C)N1Cc1ccco1	-0.8	6.6	8.8	-9.0	-20.9	10.8	-10.0	4.2	17.8
c1ccc(CN(Cc2ccco2)C(c2ccncc2)c2nnnn2C2CCCC2)cc1 (stereo not drawn)	0.7	-4.2	2.8	4.4	2.5	-3.3	-1.9	-1.0	8.4
Cc1nc2ccccc2c(=O)n1/N=C/C=C/c1ccccc1	1.8	-1.3	8.9	-1.0	7.3	-2.0	-1.8	-1.2	2.5
CCCc1nnc(N2C(=O)c3cccc4cccc(c34)C2=O)s1	-3.5	-16.6	-8.1	-0.8[fluorescence artefact?]	-15.3	-6.3	1.7	6.8	-1.8
Cc1csc(SCC(=O)Nc2sc3c(c2C#N)CCC3)n1	0.6	-9.2	4.2	-2.3	-5.2	-4.8	-12.7	3.9	4.0
CCCc1ccc(OCC(O)CN2CCN(c3ccccc3)CC2)cc1 (stereo not drawn)	0.0	9.7	2.4	-8.5	-14.6	9.4	-4.7[fluorescence artefact?]	-4.6	6.6
CCn1c(=NC(=O)C2COc3ccccc3O2)sc2c(OC)ccc(OC)c21 (stereo not drawn)	-2.9	1.4	.	-5.7	0.3	2.0	-12.2	1.8	7.1
CC1(C)CC(=O)N(c2ccccc2)C1(C)O (stereo not drawn)	3.0	-15.7	6.3	3.8	7.5	5.0	6.8	3.8	11.6
COC(=O)[C@@H]1C[C@@H]2CC[C@@H](O)C[C@@H]2N1Cc1ccc(OC)cc1	.	1.6	4.1	4.6	10.1	2.1	-4.8	.	-0.5

One compound at a time, from the list above. Screens in order: Wee1 degr inh	hK5 inh	Rad51 HR inh	eIF4E 4G PPI	MDM2 E3 inh	FXIa inh	14-3-3 Bad PPI	p97 inhibitor	FXIIa inh 1536
Entry for `CC1=CC(=C(C#N)c2nc3ccccc3s2)C=C(C)N1Cc1ccco1` : -0.8	6.6	8.8	-9.0	-20.9	10.8	-10.0	4.2	17.8
Entry for `COc1ccccc1NCC(=O)N/N=C/C=C/c1ccccc1` : 4.5	-4.6	5.5	-3.4[fluorescence artefact?]	-7.9	-1.5	-4.9	6.2	8.8
Entry for `CCn1c(=NC(=O)C2COc3ccccc3O2)sc2c(OC)ccc(OC)c21` (stereo not drawn) : -2.9	1.4	.	-5.7	0.3	2.0	-12.2	1.8	7.1

Hits appear at their usual frequency; about 3.5% have a hit in one of these screens.
